High-throughput results: PubChem BioAssay, National Center for Advancing Translational Sciences (NCATS)
FUS yeast rescue = FUS proteinopathy suppression in yeast; S. cerevisiae FUS-expressing, growth rescue, OD600, 24 h; Potency, µM (top dose mostly 76.6 µM), without a hit: top-dose growth rescue (activation), hits mostly activators; actives 0.24% (n = 390,000); AID 1347120;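 also: potency is read from the fitted curve at half-maximal effect; plate controls were DMSO vehicle for no effect and reference control for full effect; nearly all actives have a fitted effect of over 55% in size; some results filed as inactive show a strong effect at the top dose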
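Yeast FUS proteinopathy model; galactose-induced FUS (2%), starting OD 0.005. Cpds in dilution series, 24hr, 30C, 99% humidity. Abs 600 nm growth. Pos ctrl CP55940 (top 92uM final); neg ctrl DMSO.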
WRN helicase inh = WRN helicase (human) inhibition; Q14191; WRN helicase unwinding, fluorescent forked duplex, kinetic; actives 0.46% (n = 360,000); Potency, µM (titrated, usually from 114 µM), inactives show at the top dose activity change, negative = inhibition, usual class: inhibitors; also: potency is read from the fitted curve at half-maximal effect; % is scaled to controls: 0 for no effect and ±100 for the full control effect; nearly all actives have a fitted effect of over 55% in size
Target sequence (Q14191 whole entry, looked up): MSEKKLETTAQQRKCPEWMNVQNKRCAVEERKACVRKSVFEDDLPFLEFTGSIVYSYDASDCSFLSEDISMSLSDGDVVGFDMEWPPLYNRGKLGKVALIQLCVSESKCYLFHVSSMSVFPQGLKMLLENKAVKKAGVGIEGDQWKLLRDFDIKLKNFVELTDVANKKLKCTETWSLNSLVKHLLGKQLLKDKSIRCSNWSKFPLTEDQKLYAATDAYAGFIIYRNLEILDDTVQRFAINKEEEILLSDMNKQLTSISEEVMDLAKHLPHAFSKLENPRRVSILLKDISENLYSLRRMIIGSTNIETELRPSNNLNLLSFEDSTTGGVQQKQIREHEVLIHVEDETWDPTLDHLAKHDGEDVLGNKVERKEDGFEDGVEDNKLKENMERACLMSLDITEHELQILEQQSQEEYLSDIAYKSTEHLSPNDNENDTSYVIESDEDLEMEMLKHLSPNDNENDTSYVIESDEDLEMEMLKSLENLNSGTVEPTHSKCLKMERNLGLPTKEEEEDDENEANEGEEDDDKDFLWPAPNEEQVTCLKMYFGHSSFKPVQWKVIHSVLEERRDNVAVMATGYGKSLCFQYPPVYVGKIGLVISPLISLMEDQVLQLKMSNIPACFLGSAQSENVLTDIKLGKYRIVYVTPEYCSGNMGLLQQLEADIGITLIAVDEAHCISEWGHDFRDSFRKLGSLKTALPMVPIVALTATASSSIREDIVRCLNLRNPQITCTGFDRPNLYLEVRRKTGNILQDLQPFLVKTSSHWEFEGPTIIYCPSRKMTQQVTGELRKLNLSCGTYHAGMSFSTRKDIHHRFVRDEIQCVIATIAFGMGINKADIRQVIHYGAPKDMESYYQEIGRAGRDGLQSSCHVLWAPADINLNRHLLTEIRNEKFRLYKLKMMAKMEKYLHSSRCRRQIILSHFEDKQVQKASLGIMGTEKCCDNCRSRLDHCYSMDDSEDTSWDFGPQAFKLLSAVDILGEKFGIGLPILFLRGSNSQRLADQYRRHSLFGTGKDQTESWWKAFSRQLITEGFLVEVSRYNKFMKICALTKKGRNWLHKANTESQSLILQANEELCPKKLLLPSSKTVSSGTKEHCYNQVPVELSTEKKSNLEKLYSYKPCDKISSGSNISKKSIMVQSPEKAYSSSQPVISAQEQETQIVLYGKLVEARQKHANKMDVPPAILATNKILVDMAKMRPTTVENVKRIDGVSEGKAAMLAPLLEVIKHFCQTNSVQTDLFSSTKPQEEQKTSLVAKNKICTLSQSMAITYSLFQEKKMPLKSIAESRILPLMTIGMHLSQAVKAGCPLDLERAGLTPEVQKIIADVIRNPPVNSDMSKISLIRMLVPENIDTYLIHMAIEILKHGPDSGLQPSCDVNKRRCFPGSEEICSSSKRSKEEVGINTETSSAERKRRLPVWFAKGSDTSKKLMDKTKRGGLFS
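WRN at 20 nM final preincubated with compound 15 min at room temperature; reaction started with 100 nM fluorophore/quencher forked duplex oligonucleotide and 2 mM ATP final. Unwinding followed kinetically by red fluorescence (ex 525, em 598 nm).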
Abeta rescue = compounds reversing amyloid beta toxicity in yeast | yeast expressing A-beta42, growth rescue, OD600, 48 h; response scale: 0% DMSO, 100% iron-clioquinol control | Potency, µM (series often up to 46.1 µM), inactives show top-dose growth rescue, hits mostly activators | actives 0.063% (n = 410,000) | AID 1347071; also: potency is read from the fitted curve at half-maximal effect; nearly all actives have a fitted effect of over 55% in size
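Yeast A-beta toxicity model in growth medium with pinned compounds, 48 h at 30 C; growth read as absorbance at 600 nm. Normalized to FeCl3/clioquinol equimolar mix (positive) and DMSO (negative).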
PLK1 PBD inh = blocks phosphopeptide binding to human PLK1 polo-box domain; P53350; Plk1 PBD binding of FITC phosphopeptide, fluorescence polarization; Potency, µM, for inactives: max response, negative = inhibition, usual class: inhibitors; actives 2.8% (n = 360,000); AID 720504; also: potency is read from the fitted curve at half-maximal effect; series mostly up to about 57 µM; % is scaled to controls: 0 for no effect and ±100 for the full control effect; nearly all actives have a fitted effect of over 65% in size
PI5P4K alpha inh = blocks human PI5P4K alpha kinase activity | P48426 | PI5P4Kalpha enzyme, ADP-Glo luminescence, 60 min; stronger effect = lower value | max response, % | actives 1.2% (n = 330,000) | AID 652105; active = max response of -50% or lower; inconclusive = between -30% and -50%; inactive = -30% or higher; also: value at the top dose of about 77 µM; % is scaled to controls: 0 for no effect and ±100 for the full control effect
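Single end-point luminescence (ADP-Glo) quantified ADP from PI5P4Kalpha turnover; ATP 5 microM final, 1 h at RT, 0.1% CHAPS and 0.28 mM EGTA in HEPES pH 7.4.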
EPAC1 agonist = activates human EPAC1 exchange factor; O95398; EPAC1 agonist qHTS, biochemical assay; response scale: 100% = response to 6.5 mM cAMP; Potency, µM (series often up to 154 µM), for the others: top-dose activation, most hits filed as activators; actives 0.073% (n = 360,000); also: potency is read from the fitted curve at half-maximal effect; nearly all actives have a fitted effect of over 60% in size
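EPAC1 100 nM, Rap1B–BODIPY-GDP 250 nM, unlabeled GDP 50 uM; compound titration; 5 min RT; kinetic read ex480/em540 at 5-min intervals ×30 min; data normalized to 6.5 mM cAMP agonist control.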
IL-2 act = activators of IL-2; IL-2 activation reporter assay, cell-based qHTS; stimulated with anti-CD3/CD4/CD28 beads; in transgenic mouse T cells; activation, % (series mostly up to about 46 µM); actives 0.065% (n = 360,000); AID 652025; in the data active = activation above about 50%; inconclusive = mostly about 30% to 49%; also: 0% is about no effect
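Unstimulated transgenic mouse T cells preincubated 60 min with compound, then stimulated with anti-CD3/anti-CD4-coated beads plus anti-CD28 for 18 h at 37 degrees C. IL-2 response read as EGFP and DsRed fluorescence by plate cytometry.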
EPAC1 antag = blocks human EPAC1 exchange factor; Potency, µM (series often up to 115 µM), for the others: top-dose activity change, negative = inhibition, most hits filed as inhibitors; actives 0.14% (n = 360,000); AID 720709; EPAC1 GEF assay, Rap1b-BODIPY-GDP exchange fluorescence; O95398;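 also: potency is read from the fitted curve at half-maximal effect; plate controls were vehicle for no effect and positive control for full effect; nearly all actives have a fitted effect of over 50% in size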
Numbers without * were called inactive; ? = inconclusive; · = not tested or not shown; & = joins results of further samples; [ ] = dose if it differs, or a comment. Unless noted, calls follow the shape of the dose curve; as a rule, active = well fitted curve in the direction sought with a large enough effect; inconclusive = small, poorly fitted or top-dose-only effect, or another doubt; inactive = no such curve, though single readings can be large; an effect the other way counts as inactive or inconclusive.

mol	FUS yeast rescue	WRN helicase inh	Abeta rescue	PLK1 PBD inh	PI5P4K alpha inh	EPAC1 agonist	IL-2 act	EPAC1 antag
CC(C)(C)OC(=O)C[C@@H]1C/C=C\C[C@H](CC(=O)N[C@H](CO)Cc2ccccc2)C(=O)N[C@@H](Cc2ccccc2)COC1=O	28.0%	0.6%	7.2%	-9.3%	3.7	-10.3%	0.5	-17.7%
O=C(NC1CCCCC1)NC1CC2CCC(C1)N2Cc1nnnn1Cc1ccc2c(c1)OCO2 (stereo unspecified)	-7.8%	6.3%	-3.2%	-2.8%	-1.3	0.6%	0.0	17.1%
O=C(CNC(=S)N(Cc1ccccc1Cl)C1CCCC1)NCCN1CCOCC1	-12.7%	4.3%	-1.1%	-5.1%	1.3	4.7%	-3.5	-9.1%
COc1ccc(-c2nnc3n2CCCCC3)cc1OC	-13.7%	8.8%[57.1 µM]	-25.6%	-15.0%	-0.2	8.3%	-0.3	-2.6%
O=C(Nc1cccc(C(F)(F)F)c1)C1CC(=O)N(CCc2ccccc2)C1 (stereo unspecified)	21.9%	4.9%	-24.4%	-7.9%	0.7	-7.6%	0.0	4.3%
O=C(NCCNc1ccc([N+](=O)[O-])cc1)c1ccccc1Br	-1.9%	-14.6%	17.5%	-0.7%	·	8.4%	0.1	-7.8%
CCCNC(=O)C(Cc1ccccc1)NC(=O)c1ccc(C(C)(C)C)cc1 (stereo unspecified)	1.3%	4.0%	4.9%	-7.7%	-4.6	9.2%	0.1	-9.3%
CC(C(=O)c1ccccc1)n1c(N2CCOCC2)nc2c1c(=O)n(C)c(=O)n2C (stereo unspecified)	-20.5%	-3.9%	8.1%	-3.9%	4.0	21.9%	0.4	-0.7%
CCOc1ccc(NC(=O)CN2CCN(c3ccc(F)cc3)CC2)cc1S(=O)(=O)N1CCCC1	16.1%	7.6%	-6.4%	-14.6%	2.9	16.6%	-1.0	-15.7%
C=CCNC(=O)NC(=O)COC(=O)c1cccnc1SC	0.1%	-2.7%	-7.0%	-7.0%	0.2	1.5%	0.4	-22.1%
CC(=O)c1cccc(NC(=O)C2=CC(c3ccco3)=NS(=O)(=O)N2C)c1	2.2%&0.8%	-11.4%	0.7%&-0.3%	-6.4%	-5.7	4.6%	-0.2	-5.6%
NC(=O)C1CCN(CC(O)CSc2ccccc2)CC1 (stereo unspecified)	-13.0%	-5.4%	12.9%	-7.3%	4.2	0.6%	-3.5	-14.7%
O=C(C(O)c1ccccc1)N1N=C(c2ccccc2)CC1(O)C(F)(F)F (stereo unspecified)	8.5%	0.7%	1.1%	-19.1%	-2.8	16.2%	-0.6	-7.7%
CCOC(=O)C1CCN(C(=O)COC(=O)/C=C/c2cccc(OC)c2OC)CC1	9.9%	1.8%	4.8%	0.6%	0.4	-1.7%	-0.8	-3.2%
O=C(CCc1nc2ccccc2c(=O)[nH]1)N1CCN(S(=O)(=O)c2cccc(F)c2)CC1	·	-3.6%	-8.5%	2.0%	-9.7	-15.4%	-1.3	-4.6%
Cn1c(=O)n(C)c2cc(S(=O)(=O)N3CCCc4ccccc43)ccc21	16.4%	-0.8%	-3.5%	-3.7%	·	9.8%	-0.2	-2.4%
O=C(C1CCCCN1S(=O)(=O)c1ccccc1[N+](=O)[O-])N1CCOCC1 (stereo unspecified)	20.1%	2.0%	-1.5%	-28.4%	-8.6	2.8%	-4.5	8.7%
Cc1ccc(NC(=O)c2sc3ncn(CC(=O)N4CCOCC4)c(=O)c3c2C)c(Br)c1	17.5%	11.7%	10.3%	-0.8%	-0.9	6.1%	-1.7	16.2%
COc1ccccc1NC(=O)CSc1nnc(-c2ccc(C)cc2)o1	10.0%	-0.7%	-13.3%	-4.9%	2.1	-2.2%	-0.8	0.9%
CCc1nc2ccc(C(=O)NCc3cccs3)cn2c1N(C)Cc1nccs1	-21.5%	-6.3%	-11.2%	-7.0%	-2.3	-2.9%	0.0	20.1%
O=C(COC(=O)Cc1ccc(F)cc1)NCCc1ccccc1	-0.3%	-4.6%	-8.9%	-6.9%	1.0	-3.0%	-0.4	-24.0%
O=S(=O)(NCC1(N2CCOCC2)CCCCC1)c1ccccc1Cl	6.9%	2.2%	2.8%	-11.3%	1.4	5.9%	-3.4	-6.0%
CC(C)NC(=O)Nc1ccc2c(c1)C(=O)N([C@@H](C)CO)C[C@H](C)[C@H](CN(C)S(=O)(=O)c1ccccc1)OCCCC[C@H](C)O2	31.0%	5.1%	-2.2%	-2.6%	0.3	-9.8%	-0.6	13.8%
OC(CN1CCC(Cc2ccccc2)CC1)C(F)(F)F (stereo unspecified)	-20.2%	4.1%	-6.2%	-5.2%	-0.2	-2.6%	0.1	14.2%
C[C@H](NS(=O)(=O)c1ccccc1)C(=O)N1CCN(C(c2ccccc2)c2ccccc2)CC1	·	-16.3%	4.8%	?	5.4	6.3%	-3.6	-12.7%
O=C(c1ccccc1)c1ccc(OCCO)cc1	-21.2%	5.7%	8.8%	1.2%	-2.8	7.4%	-1.2	?
Cc1cccc(C)c1NC(=O)COC(=O)c1nonc1N	12.4%	8.5%	-7.5%	0.9%	-5.9	-7.5%	-1.0	11.4%
CC(NC(=O)c1ccccc1)C(=O)OCC(=O)c1ccc(Br)cc1 (stereo unspecified)	-20.3%	5.9%	4.7%	-0.8%	-1.7	8.1%	-0.1	5.1%
CC(C)C(=O)Nc1cc(S(=O)(=O)Nc2ccc(Cl)cc2)ccc1Cl	-6.9%	-10.9%	8.1%	-8.9%	0.7	-12.2%	-0.5	-2.1%
COCCNC(=O)c1ccc(N2CC3CC(C2)c2cccc(=O)n2C3)c(NC(=O)c2ccc(Br)o2)c1 (stereo unspecified)	5.8%	3.1%	3.0%	-11.9%	-10.6	4.7%	-3.7	15.2%
CC(C)c1nc2sc3c(SCC(=O)NCc4ccco4)ncnc3c2c2c1CCC2	18.2%	?	20.7%	?	?	-18.9%	0.1	-14.5%
C1CCC(OCCN2CCN(CCOC3CCCCC3)CC2)CC1	-13.8%	-7.8%	28.5%	0.0%	·	8.4%	-0.1	-21.6%
CSc1n[nH]c(NC(C)=O)n1	13.8%	7.5%	2.6%	-16.3%	0.6	-13.3%	0.0	-16.0%
CSc1ncnc2c1ncn2CCCN1CCN(Cc2cccc3ccccc23)CC1	15.4%	3.2%	13.0%	0.3%	5.2	-13.0%	-4.0	-1.5%
COc1cccc(CNC(=O)CN2C(=O)CSc3ccc(S(=O)(=O)N4CCOCC4)cc32)c1	2.5%	-11.4%	7.4%	-9.7%	1.1	0.9%	1.6	-18.7%
O=C(COC(=O)/C=C/c1ccc2ccccc2n1)NNC(=O)c1ccccc1	15.9%	-23.2%	8.0%	-5.0%	-22.6	-14.1%	-1.2	-6.3%

Three entries from above, arranged by count of non-hydrogen atoms, falling:
mol	FUS yeast rescue	WRN helicase inh	Abeta rescue	PLK1 PBD inh	PI5P4K alpha inh	EPAC1 agonist	IL-2 act	EPAC1 antag
C[C@H](NS(=O)(=O)c1ccccc1)C(=O)N1CCN(C(c2ccccc2)c2ccccc2)CC1	·	-16.3%	4.8%	?	5.4	6.3%	-3.6	-12.7%
CC(C)c1nc2sc3c(SCC(=O)NCc4ccco4)ncnc3c2c2c1CCC2	18.2%	?	20.7%	?	?	-18.9%	0.1	-14.5%
O=C(c1ccccc1)c1ccc(OCCO)cc1	-21.2%	5.7%	8.8%	1.2%	-2.8	7.4%	-1.2	?

Continuation:
mol	FUS yeast rescue	WRN helicase inh	Abeta rescue	PLK1 PBD inh	PI5P4K alpha inh	EPAC1 agonist	IL-2 act	EPAC1 antag
CCn1cnc2c1c(=O)n(Cc1ccc(C(=O)OC)cc1)c(=O)n2Cc1ccccc1	17.5%	0.1%	4.6%	-1.8%	7.5	5.5%	0.0	1.6%
O=C(NC(NC(=S)Nc1c(Cl)cc(Cl)cc1Cl)C(Cl)(Cl)Cl)OCc1ccccc1 (stereo unspecified)	·	2.8%	1.4%	?	-6.8	-4.1%	-0.4	-6.1%
Cc1ccc(-c2cc(C(F)(F)F)n3ncc(C(=O)N4CCCc5ccccc54)c3n2)cc1	-6.2%	-4.6%	-10.2%	-3.3%	·	7.2%	0.6	6.4%
COc1ccc2oc(C(=O)OC(C)C(=O)Nc3ccc(N4CCOCC4)cc3)c(C)c2c1 (stereo unspecified)	29.0%	-6.5%	7.3%	2.5%	-7.1	-22.6%	-0.1	-19.7%
O=c1cc(CN2CCCCC2)c2c(ccc3ccccc32)o1	-22.5%	-3.2%	1.2%	-1.6%	-4.9	6.4%	0.7	4.0%
CC(C)CC(=NNC(=O)c1ccncc1)c1cc(Cl)ccc1O	-10.8%	-25.2%	18.2%	28.8%	-2.4	100µM*	4.8	-1.2%
CC(=O)C(Sc1ccc2nnc(-c3ccncc3)n2n1)C(C)=O	-17.5%	-6.6%	-7.3%	-3.4%	-0.7	-13.9%	-0.7	-0.8%
O=S(=O)(Nc1ccc2c(c1)OCO2)c1ccc(F)c(F)c1	-14.8%	3.1%	8.3%	-10.8%	-1.1	1.7%	1.3	4.1%
CCOC(=O)c1ccc(N(CC(=O)NC2CCCC2)C(=O)CNC(=O)c2ccco2)cc1	13.1%	14.0%	9.1%	0.0%	-0.5	-3.3%	-4.2	4.4%
CC(=O)Nc1cncc(-c2cnn(CC(C)C)c2)n1	-13.7%	4.5%	-14.5%	-18.8%	4.2	3.5%	-0.1	-25.7%
CN(C)S(=O)(=O)c1cccc(C(=O)NCCNC(=O)c2cccc(S(=O)(=O)N(C)C)c2)c1	-8.1%	-2.0%	-24.7%	-8.3%	-11.9	10.7%	-3.8	-22.7%
OC(c1ccc(Cl)c(F)c1)c1ncc(-c2cccc(C(F)(F)F)c2)[nH]1 (stereo unspecified)	-4.5%	-8.0%	-2.3%	4.4%	19.0	-14.1%	-0.3	-28.3%
Cc1ccc(CN2CCN(/N=C/c3ccc(N(C)C)cc3)CC2)cc1	0.0%	4.2%	0.1%	8.0%	2.8	-3.2%	-3.3	6.8%
